# Bioassay records deposited in PubChem by several laboratories.
# SR-BI DiI inh – blocks mouse SR-BI lipid uptake from DiI-HDL. Q61009. ldlA[mSR-BI] CHO cells, DiI-HDL uptake fluorescence, 3 h. AID 488896. inhibition, % at 12.5 µM. hit rate 0.96% among 320,000;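 active = mean replicate inhibition of at least 70% and a set share of replicates each scoring 70 or more; inconclusive = meets just one of the two criteria; inactive = fails both criteria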;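 note: 0% = median of neutral control wells and 100% = median of positive control wells; values of inactives mirror those of a sister screen read the other way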
# Target sequence (Q61009 whole entry, looked up): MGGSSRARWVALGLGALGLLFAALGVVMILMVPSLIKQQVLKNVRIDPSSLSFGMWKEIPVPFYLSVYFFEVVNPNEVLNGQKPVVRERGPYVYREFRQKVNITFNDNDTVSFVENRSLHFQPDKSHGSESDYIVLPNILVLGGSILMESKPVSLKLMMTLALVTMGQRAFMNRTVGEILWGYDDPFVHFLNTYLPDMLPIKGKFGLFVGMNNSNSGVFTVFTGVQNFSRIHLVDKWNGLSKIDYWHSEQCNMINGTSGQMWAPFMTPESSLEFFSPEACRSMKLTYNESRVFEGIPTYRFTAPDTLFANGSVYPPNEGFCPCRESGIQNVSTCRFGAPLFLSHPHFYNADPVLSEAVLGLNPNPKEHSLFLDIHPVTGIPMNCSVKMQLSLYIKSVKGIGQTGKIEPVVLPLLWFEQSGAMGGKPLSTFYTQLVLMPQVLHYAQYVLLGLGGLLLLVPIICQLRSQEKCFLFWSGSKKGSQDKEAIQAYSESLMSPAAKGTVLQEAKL
# HTR5A ag – counter-screen for OPRM1-OPRD1 agonists: human HTR5A agonism. AID 504692. P47898. hit rate 0.61% among 340,000. activation, % at 9.3 µM. HTR5A agonist assay, luminescence, cell-based; in the data active = activation mostly above about 9.5%, no sharp cut-off; inactive = mostly below about 7.6%;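 note: 0% = cells with vehicle only and 100% = reference agonist; strong numbers were not always called active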
# Target sequence (P47898 whole entry, looked up): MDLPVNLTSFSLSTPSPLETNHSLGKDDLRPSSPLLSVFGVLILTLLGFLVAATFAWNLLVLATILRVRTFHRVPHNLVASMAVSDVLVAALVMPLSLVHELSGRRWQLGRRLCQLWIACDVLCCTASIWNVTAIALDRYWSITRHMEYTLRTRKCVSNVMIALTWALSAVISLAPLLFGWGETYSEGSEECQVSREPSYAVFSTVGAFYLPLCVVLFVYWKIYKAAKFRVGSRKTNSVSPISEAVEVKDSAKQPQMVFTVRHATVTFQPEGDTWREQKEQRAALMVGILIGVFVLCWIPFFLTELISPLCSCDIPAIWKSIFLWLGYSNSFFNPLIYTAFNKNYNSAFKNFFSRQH
# MITF act – MITF TRPM1 promoter activation in melanoma cells; SK-MEL-5 TRPM1-promoter luciferase, 24 h; % of positive control, neutral wells = 0; activation, % at 12.5 µM; hit rate 0.75% among 300,000;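 active = mean activation of at least 80% with every replicate also reaching 80%; inconclusive = mean reaches 80% but some replicate falls short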;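 note: 0% = neutral control wells and 100% = parthenolide positive control wells; values of inactives mirror those of a sister screen read the other way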
# HTR5A inv ag – counter-screen for OPRM1-OPRD1 inverse agonists: human HTR5A inverse agonism; hit rate 0.083% among 340,000; inhibition, % at 9.3 µM; AID 504634; P47898; HTR5A cell line, luminescence; in the data active = inhibition mostly above about 23%, no sharp cut-off; inactive = mostly below about 18%;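 note: 0% = cells with DMSO and 100% = no-cell wells with DMSO; some compounds called inactive have numbers as strong as hits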
# CDK5 inh – inhibitors of human CDK5/p35 kinase. hit rate 0.01% among 330,000. inhibition, % at 10 µM. Recombinant CDK5/p35, ADP-Glo luminescence, 60 min. Q00535+Q15078;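 active = highest replicate inhibition of at least 50% and at least 75% of replicates reaching 50%; inconclusive = only one of the two criteria met; inactive = both criteria failed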;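 note: plate controls were DMSO neutral control for no effect and GW8510 at 10 µM for full effect; many of its hits are not listed in these tables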
# PvdQ acylase – blocks Pseudomonas aeruginosa PvdQ acylase activity; purified PvdQ acylase, fluorescence plate reader; inhibition, % at 10 µM; hit rate 0.063% among 340,000; AID 488965; in the data active = inhibition above about 30%, passing the limit was not always enough; inconclusive = no clear call, values can overlap the other calls;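 note: 0% = vehicle neutral wells and 100% = reference inhibitor wells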
# NSD2 inh – blocks human histone methyltransferase NSD2; NSD2 peptide methylation, AlphaScreen, 120 min; hit rate 0.54% among 310,000; inhibition, % at 12.5 µM; AID 743445; O96028; in the data active = inhibition above about 50%
# Wnt act – activates Wnt/beta-catenin signaling in a reporter cell assay; hit rate 1.2% among 300,000; activator, plate reader; AID 743398; activation, % at 9.35 µM; in the data active = activation above about 30%, passing the limit was not always enough; inconclusive = no clear call, values can overlap the other calls;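 note: 0% = neutral control wells and 100% = positive control wells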
# dFosB act – activators of mouse delta FosB homodimer; activation, % at 25 µM; hit rate 0.99% among 340,000; purified delta FosB, TAMRA-CDK5 oligo fluorescence polarization; percent of positive-control signal above neutral wells; P13346;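 active = mean activation above about 17%, with every replicate also reaching it, limit read from the data, passing the limit was not always enough; inconclusive = only one of the two conditions met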;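 note: fluorescence polarization rise as delta FosB binds a TAMRA Cdk5 AP-1 oligo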
# V-ATPase pH – regulators of yeast V-ATPase proton transport; S. cerevisiae, pHLuorin cytosolic pH fluorescence; response, % at 10 µM; hit rate 0.37% among 350,000; AID 504577; in the data active = response mostly above about 7.3%, no sharp cut-off; inactive = mostly below about 5.4%; note: actives read high; inactives centre near 0; some compounds called inactive have numbers as strong as hits; reference of the scale not given here
# * hit, by the source's call; ? = inconclusive; . = not tested or not shown; + = active, no number.
SMILES,SR-BI DiI inh,HTR5A ag,MITF act,HTR5A inv ag,CDK5 inh,PvdQ acylase,NSD2 inh,Wnt act,dFosB act,V-ATPase pH
CCSC(=O)NC12CC3CC(CC(C3)C1)C2,-19,1,-5,-46,1.6,6,.,-1,-3,-5
CSc1nc(-c2ccco2)nn1C(=O)Cc1ccccc1,-15,1,.,-4,-0.9,-2,18,-3,3,0
CC(=O)Nc1ccc(NC(=O)COC(=O)c2n[nH]c3ccccc23)cc1,30,1,6,-9,-1.2,-4,-5,0,3,-4
CCOc1ccc(C2CC(c3ccc(OC)c(OC)c3)n3nc(N)nc3N2)cc1 (centres undefined),-8,-2,.,6,1.0,-16,.,-5,-12,-1
C/C=C/c1ccc(OCCCCN2CC(C)CC(C)C2)c(OC)c1 (centres undefined),13,1,9,-2,0.0,-7,15,-1,-2,-2
COc1ccc(CCC(=O)NNC(=O)Cn2nc(C)cc2C)cc1,3,-3,1,2,-0.5,-4,0,4,-1,0
CC(C)CNC(=O)c1ccccc1NC(=O)CN(c1ccc2c(c1)OCCO2)S(C)(=O)=O,-8,2,-10,9,-2.3,-16,0,.,-7,.
CC1CCN(c2ccc3c(c2)S(=O)(=O)c2cccc(C(=O)NC[C@@H]4CCCO4)c2C3=O)CC1,0,-2,39,5,-0.4,-9,.,8,-3,6
O=C(NCc1ccc2c(c1)OCO2)c1nc(S(=O)(=O)Cc2ccccc2F)ncc1Cl,-9,-1,-92,4,-2.2,-16,-4,-2,-14,-1
O=C(CCNS(=O)(=O)c1ccc(Br)s1)N1CCN(c2ccccc2)CC1,12,2,-5,-16,-1.7,12,0,-3,-5,-6
NC(=O)COc1ccc(C(=O)/C=C2/C(=O)Nc3ccccc32)cc1,-5,3,-15,-11,2.0,-8,-2,-1,-5,-1
CCOc1ccc2nc3c(cc2c1)CN(CCCO)C(=NCCOC)S3,18,1,45,-17,0.0,-16,.,-2,-14,2
CC(=O)c1ccc(NC(=O)CC23CC4CC(C2)CC(n2nnc(C)n2)(C4)C3)cc1,.,2,8,-6,-1.0,-3,.,-1,-7,-2
O=C(NC1CCN(Cc2ccccc2)CC1)c1c(F)cccc1F,35,-2,1,6,0.6,7,1,.,8,0
COc1ccc(NC(=O)C2=C(C)NC(=S)NC2c2ccc(O)c(OC)c2)cc1 (centres undefined),4,-1,-7,3,1.1,-14,8,-6,-1,0
O=C(Cn1ncc2c1-c1ccccc1OC2)Nc1cccc(Cl)c1,1,9,9,-27,0.2,-1,.,-5,-9,1
Cc1nc2cc(NC(=O)c3ccc(Br)s3)ccc2s1,13,-2,6,0,0.0,-5,-2,-3,-24,-3
Cc1cc(C)c(CN2CCC(CO)(CCOc3ccccc3)CC2)cc1C,36,-1,4,2,0.4,-14,-3,-2,-3,8
COCCNCC(=O)NC12CC3CC(CC(C3)C1)C2,-13,-1,2,14,-0.2,-12,-1,.,4,-2
COc1ccc(S(=O)(=O)NCc2cccnc2)cc1OC,-4,-2,.,8,0.8,-8,25,-1,-1,2
O=[N+]([O-])c1ccc(N2CCCCC2)cc1,-5,.,.,.,-0.1,48*,-3,9,3,-1
COc1cc(NC(=O)C2CC(c3c(F)cccc3Cl)=NO2)c(OC)cc1Cl (centres undefined),82*,1,-3,7,1.0,-13,-2,0,-4,0
O=C(Nc1ccccc1)C1CC2CCC1C2 (centres undefined),-9,-5,-10,-1,0.1,10,-8,-1,-1,0
COc1ccc(OC)c(CNC(=O)CCNC(=O)Cn2ccc3ccccc3c2=O)c1,11,0,.,0,1.4,-16,-3,.,-2,2
COCCCNC(=O)C(Cc1ccccc1)NS(=O)(=O)c1ccc2c(c1)c(=O)n(C)c(=O)n2C (centres undefined),-11,3,-4,4,-1.7,-2,1,.,-2,16*

# (cont.)
SMILES,SR-BI DiI inh,HTR5A ag,MITF act,HTR5A inv ag,CDK5 inh,PvdQ acylase,NSD2 inh,Wnt act,dFosB act,V-ATPase pH
O=C(NCc1ccc(OC(F)(F)F)cc1)C1CC(c2ccc(C(F)(F)F)cc2)=NO1 (centres undefined),-4,3,-4,-40,0.7,-13,.,-3,0,-3
COC(=O)c1ccc(NS(=O)(=O)c2ccc(Cl)cc2)o1,-14,2,-3,31,-18,-12,7,-1,-7,4
COC1=CC(=O)CC(C)C12Oc1cc(OC)cc(OC)c1C2=O (centres undefined),12,4,-4,5,-0.7,-10,.,-2,-3,0
CCC(C)(C)n1nnnc1C(c1cc2ccc(OC)cc2[nH]c1=O)N1CCc2ccccc2C1 (centres undefined),20,-3,2,-1,-0.1,2,-1,.,1,0
COc1cc(C(NC(C)=O)NC(C)=O)ccc1OCc1ccccc1,12,2,37,25,1.0,-15,-2,0,3,-4
O=c1c2c(nc(NCCO)n1CC1CCCCC1)-c1ccccc1CC21CCCC1,6,-1,-15,-18,-1.1,-5,-2,-4,-16,1
COCCNC(=O)c1ccc2c(Cl)c3c(nc2c1)CCC3,-19,1,100*,-4,1.3,12,-4,36*,-12,3
Cc1ccc(SCc2nc3ccccc3[nH]2)cc1,-39,0,73,-14,2.1,-7,1,.,-16,1
O=C(NC(=S)N1CCCC1)c1ccccc1Cl,-8,2,-5,-7,-0.5,-9,22,1,-7,3
O=C(COC(=O)c1ccc(S(=O)(=O)NCc2ccco2)cc1)NCC1CCCCC1,-17,-3,5,0,-8.4,-8,1,.,-6,-1
Cn1c(=O)oc2cc(S(=O)(=O)N3CCc4ccccc4C3)ccc21,-2,2,-3,-7,1.1,-18,.,2,-5,-3
COc1ccc(-c2sc3ccc(OC)cc3c2-c2ccc(OC)c(F)c2)cc1,59,-1,4,-6,0.9,-2,.,-3,2,-3
O=C1C2C3C=CC(O3)C2C(=O)N1CC(O)c1ccccc1 (centres undefined),-20,-2,8,8,-3.3,-15,2,.,-2,1
COc1ccc(CC(=O)O/N=C(\N)c2ccccn2)cc1,1,4,39,1,-2.3,4,1,6,-3,-3
CCN1/C(=C/C=C/c2oc3ccc(-c4ccccc4)cc3[n+]2CC)Oc2ccc(-c3ccccc3)cc21,23,7,-101,-18,-0.5,-11,.,-8,-451,+
COc1ccccc1C1=CC(=O)CC(C)(C)C1=O,-10,0,-5,-28,-4.3,-26,.,1,-6,-3
Cc1c(NC(=O)C(C)N2C(=O)C3C4C=CC(C4)C3C2=O)c(=O)n(-c2ccccc2)n1C (centres undefined),-8,-5,3,15,-2.1,-12,.,-2,-12,2
CCN1/C(=C(\O)c2ccccc2)C(=O)c2ccccc2S1(=O)=O,-17,4,-4,-16,0.9,-20,3,0,-5,-3
COC(=O)C1=C(C)N(CC(C)C)C(=O)/C1=C\c1cccs1,31,-2,8,6,0.8,-4,-5,.,3,1
CC1=C(C#N)CCC(=O)N1Cc1c(C)cc(C)cc1C,-1,-1,7,4,0.7,4,-5,.,-7,-6
CN=C(Nc1ccc(C(=O)OC)s1)c1ccc(Cl)cc1,42,1,7,4,-1.0,-6,3,-1,-3,0
COc1ccccc1C(=O)Nc1ccnn1C1CCN(Cc2ccc3nonc3c2)CC1,0,-1,-3,8,-0.7,7,21,0,-4,0
CCn1c(CN2CCN(c3cccc(C)c3C)CC2)n[nH]c1=S,12,6,-6,10,-4.6,-24,1,1,-2,0
CC(C)CN(C(=O)C(C)N1C(=O)c2ccccc2C1=O)c1c(N)n(Cc2ccccc2)c(=O)[nH]c1=O (centres undefined),-23,2,3,-6,0.6,-16,-1,-1,-8,-4
CC(=O)N1CCN(c2ccc(NC(=O)c3ccc([N+](=O)[O-])cc3Cl)cc2)CC1,21,2,-8,-5,0.6,6,0,0,-7,6

# New compounds follow:
SMILES,SR-BI DiI inh,HTR5A ag,MITF act,HTR5A inv ag,CDK5 inh,PvdQ acylase,NSD2 inh,Wnt act,dFosB act,V-ATPase pH
CCc1ccc(C(C)NC(=O)c2ccc3c(c2)OCO3)cc1 (centres undefined),-6,4,-16,29,-0.1,-8,1,12,1,0
C1=C(C(c2nnnn2C2CCCCC2)N2CCCCC2)COc2ccccc21 (centres undefined),51,-6,23,24,-0.8,-15,0,.,2,-1
CCOc1ccc(CCNC(=O)COc2cc(=O)n(C)c3ccccc23)cc1OCC,-5,2,7,11,-0.1,-13,8,?,-2,-3
CC(C)C(=O)NCCc1nc(-c2ccc(Cl)cc2)no1,-10,2,31,-21,0.1,7,.,6,3,-3
CC(=O)OCC1=C(C(=O)OC(C)(C)C)N2C(=O)[C@@H](NC(=O)Cc3ccccc3)[C@H]2SC1,30,1,-1,-4,0.4,-6,.,-1,-8,1
C/C(CC(=O)NC(C)(C)C)=N\NC(=O)c1ccccc1N,-19,1,11,-2,1.3,-9,0,4,-3,-2
O=C(CN(Cc1ccc(Cl)cc1)C(=O)c1csnn1)NCc1ccc(F)cc1,21,2,-10,3,-1.2,-14,-6,-2,-9,3
O=C(O)c1nn(Cc2csc(-c3ccccc3)n2)c(=O)c2ccccc12,.,3,18,-9,3.0,8,-2,0,-18,0
O=C(O)c1cccc(S(=O)(=O)Nc2cccc3ccccc23)c1,.,2,-11,-4,0.2,-15,-1,2,9,2
CC(=O)N1CCN(c2ccc(Nc3ncnc4c3oc3ccccc34)cc2)CC1,29,6,-2,-13,1.0,-5,-2,.,-6,-5
C/C(=N/NC(=O)C1CC1(c1ccccc1)c1ccccc1)c1cccs1 (centres undefined),1,-3,-2,8,1.4,-9,2,-8,-7,9
COc1ccc(CCNc2nc3ccccc3n3cnnc23)cc1OC,10,6,9,-17,1.3,3,-5,0,-10,-4
CCN1C[C@@H]2[C@@H]3C(=O)N(Cc4ccccc4)C(=O)[C@@H]3[C@](Cc3ccccc3)(C1=O)N2C(=O)c1ccc(Cl)cc1,-8,-4,6,-20,-0.3,-3,.,-1,6,3
COCCn1nnnc1SCC(=O)N1CCCCC1,-7,4,6,-8,0.4,-7,3,-2,2,-3
CCOC(=O)c1cnc(SCc2cccc3ccccc23)nc1N,26,6,.,-15,-0.9,0,-2,2,1,2
Cc1nnc(NC(=O)c2ccc(N3CCCC3=O)cc2)s1,-9,5,85*,5,0.3,-12,-2,25,-3,-3
CCCCN(CC)CCNC(=S)Nc1ccc2nc(N3CCN(C)CC3)cc(C)c2c1,-9,-1,-5,2,1.4,-15,31,-1,21*,4
COc1ccc(-c2csc(NC(=S)NC(=O)c3ccc(S(=O)(=O)N(C)C)cc3)n2)cc1OC,44,4,16,-9,0.1,-7,8,3,29*,5
C=CCn1c(-c2ccc(N)cc2)nc2ccccc21,21,-4,59,13,0.1,1,.,20,6,9
Cc1ccc(NC(=O)CN(C)C(=O)c2ccc(NS(=O)(=O)c3cccc([N+](=O)[O-])c3)cc2)cc1,-1,-2,1,6,0.5,5,-1,0,-3,-3
COc1ccccc1C(=O)O/N=C(/c1ccncc1)c1ccc([N+](=O)[O-])cc1,23,3,-5,-9,1.2,-10,-1,-3,-15,-1
COc1ccc(NC(=O)CSc2nc(SC)ns2)cc1,.,0,108*,2,4.7,-20,-3,?,-9,-1
COc1ccccc1NC(=O)c1cccc(S(=O)(=O)N2CCOCC2)c1,66,0,9,24,-0.3,-9,-5,-3,-7,2

# Copied from the list.
# `CC(=O)c1ccc(NC(=O)CC23CC4CC(C2)CC(n2nnc(C)n2)(C4)C3)cc1` – Wnt act: -1
# `O=C(O)c1nn(Cc2csc(-c3ccccc3)n2)c(=O)c2ccccc12` – MITF act: 18

# The order is random (roughly 5% active in at least one column).
